Tat export inh: E. coli Tat transport inhibition; E. coli MC4100 TorA-mCherry Tat export, fluorescence; inhibition, % at 10 µM; hit rate 0.036% among 340,000; AID 488895;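 active = mean replicate inhibition at least 50% and at least half of replicates individually reaching 50%; inconclusive = only one of the two criteria met; inactive = neither criterion met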;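 also: exported cargo escapes ClpAP degradation while cytoplasmic cargo is degraded and loses fluorescence; 0% = median of neutral control wells and 100% = median of NaSCN control wells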
Mot1-301 SUMO: blocks SUMOylation pathway, rescuing yeast Mot1-301 growth; S. cerevisiae Mot1-301 growth rescue, ATP luminescence, 38.5C; percent above DMSO median, 100 means doubled; growth rescue, % at 18.8 µM; hit rate 1% among 320,000; AID 2716;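 active = every valid replicate shows activation above 250% relative to neutral control wells; inactive = the rest, any valid replicate at or below 250%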;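 also: OY570 slx delta 5 strain wells were the positive control but not used for scaling; some compounds called inactive have numbers as strong as hits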
PfHsp90 yeast 2: inhibits growth of yeast expressing Plasmodium falciparum Hsp90; AID 504621; inhibition, % at 9.4 µM; hit rate 0.32% among 310,000; S. cerevisiae expressing PfHsp90, BacTiter-Glo ATP, 48 h; yeast lacking PDR1 and PDR3 efflux regulators;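 active = every replicate shows inhibition above about 80%, whatever the replicate mean, limit read from the data; inconclusive = mean inhibition reaches the set limit but some replicate falls short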;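 also: 0% = DMSO neutral controls and 100% = 20 µM radicicol positive controls; yeast relying on Plasmodium falciparum Hsp90 in place of its own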
PKA-R1A act: activators of PKA-R1A complex; P00514+P68181; PKA-R1A dissociation, Cy5-IP20 fluorescence polarization; scaled: DMSO 0%, 113 µM cGMP 100%; activation, % at 11.4 µM; hit rate 0.083% among 340,000; AID 504707;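 active = percent activation above the mean of all tested compounds plus 3 SD, cut at about 19% in these data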;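 also: higher means more PKAc released from R1A so a rise in polarization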
HTR5A inv ctr: counter-screen for OPRM1-OPRD1 inverse agonists: human HTR5A inverse agonism. hit rate 0.083% among 340,000. inhibition, % at 9.3 µM. HTR5A cell line, luminescence; in the data active = inhibition mostly above about 23%, no sharp cut-off; inactive = mostly below about 18%;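 also: 0% = cells with DMSO and 100% = no-cell wells with DMSO; some compounds called inactive have numbers as strong as hits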
Target sequence (P47898 whole entry, looked up): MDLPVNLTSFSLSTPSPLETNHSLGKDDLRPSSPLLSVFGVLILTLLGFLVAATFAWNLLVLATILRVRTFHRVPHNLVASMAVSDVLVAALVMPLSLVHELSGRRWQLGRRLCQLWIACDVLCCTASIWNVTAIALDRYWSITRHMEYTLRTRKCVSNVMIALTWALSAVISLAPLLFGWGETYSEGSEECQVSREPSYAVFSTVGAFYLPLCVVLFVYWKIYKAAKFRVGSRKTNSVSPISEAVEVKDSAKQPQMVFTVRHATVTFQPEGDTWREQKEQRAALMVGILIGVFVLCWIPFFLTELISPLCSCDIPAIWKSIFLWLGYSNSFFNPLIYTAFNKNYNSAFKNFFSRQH
Ecoli viability: reduces bacterial viability in AddAB counter-screen; AID 449728; E. coli V3065 growth, OD600 absorbance, 18 h; inhibition, % at 11.9 µM; hit rate 0.27% among 330,000;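 active = inhibition above the campaign's mean inhibition across all tested compounds plus 3 SD, cut at about 9.9% in these data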;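 also: uninfected addAB+ strain grown without phage in ampicillin broth; 0% = DMSO wells and 100% = ciprofloxacin 0.95 µg/ml wells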
OPRM1-OPRD1 ag: agonists of human mu-delta opioid receptor heterodimerization; hit rate 0.3% among 340,000; cells, OPRM1-OPRD1 heterodimerization, luminescence; activation, % at 9.3 µM; in the data active = activation above about 18%;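 also: 0% = vehicle-treated cells and 100% = reference agonist; values of inactives mirror those of a sister screen read the other way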
MOR-DOR inv ag: mu-delta opioid heterodimer inverse agonism; P35372+P41143; cell-based MOR-DOR heterodimer luminescence; inhibition, % at 9.3 µM; hit rate 0.21% among 340,000; AID 504357; in the data active = inhibition above about 22%, passing the limit was not always enough;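 also: 0% = cells with DMSO and 100% = wells without cells with DMSO; values of inactives mirror those of a sister screen read the other way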
PKA-R2B activ: activators of human PKA-R2B complex; P22694+P31323; PKA-R2B holoenzyme dissociation, Cy5-IP20 fluorescence polarization; R2B truncated from residue 108, S112A mutant; 0% DMSO only, 100% 113 µM cGMP; hit rate 0.079% among 340,000; AID 504700; activation, % at 11.4 µM;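 active = activation above a cutoff set at the mean over all compounds plus 3 SD, cut at about 18% in these data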;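 also: higher means more holoenzyme dissociation and a rise in polarization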
Target sequence (P31323 whole entry, looked up, other chains not shown, the tested form may be a part): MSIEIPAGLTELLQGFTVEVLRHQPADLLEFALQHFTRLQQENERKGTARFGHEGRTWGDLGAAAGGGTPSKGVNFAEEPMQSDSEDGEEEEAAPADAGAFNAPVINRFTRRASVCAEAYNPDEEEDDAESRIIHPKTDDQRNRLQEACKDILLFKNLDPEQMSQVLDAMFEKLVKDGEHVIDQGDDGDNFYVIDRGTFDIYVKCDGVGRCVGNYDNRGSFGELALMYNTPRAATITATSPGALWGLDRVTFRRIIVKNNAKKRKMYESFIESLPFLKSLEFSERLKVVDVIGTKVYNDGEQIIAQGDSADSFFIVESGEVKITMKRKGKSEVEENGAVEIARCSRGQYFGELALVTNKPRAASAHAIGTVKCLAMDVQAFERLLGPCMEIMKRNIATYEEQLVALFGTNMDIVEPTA
AddAB inh: less growth of phage-infected E. coli with AddAB. E. coli expressing H. pylori AddAB, absorbance growth. inhibition, % at 11.9 µM. hit rate 0.29% among 330,000. AID 435030; in the data active = inhibition above about 12%;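 also: 0% = vehicle wells of infected cells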
phage Ecoli inh: E. coli growth loss with phage present. hit rate 0.26% among 360,000. growth absorbance. inhibition, % at 11.9 µM; in the data active = inhibition above about 11%
The depositor's hits bear a star; ? = inconclusive; . = not tested or not shown; & = joins results of further samples.

Results follow in this order: Tat export inh	Mot1-301 SUMO	PfHsp90 yeast 2	PKA-R1A act	HTR5A inv ctr	Ecoli viability	OPRM1-OPRD1 ag	MOR-DOR inv ag	PKA-R2B activ	AddAB inh	phage Ecoli inh
O=C(NC(=S)NNC(=O)c1cnccn1)c1ccc(Cl)cc1
 : -2.1	-35.0	71.3	-9.6	-15.8	-2.1	0.1	-0.8	-5.0	-2.9	-0.7
Cc1nnc(NC(=O)c2nn(CC(C)C)c(=O)c3ccccc23)s1
 : -3.4	82.9	8.0	3.0	36.5	1.4	-2.1	10.0	-1.7	1.1	1.8
CCC(=O)Nc1nnc(S(=O)(=O)N2CCCc3ccccc32)s1
 : -4.2	7.9	-8.8	-11.9	-3.8	0.3	2.2	-13.1	-1.9	-0.9	5.0
CC(CCCC(C)(C)O)NCCO (stereo unspecified)
 : -2.9	-21.4	-10.2	-11.4	-13.4	-1.4	-0.7	3.9	-6.2	-0.3	-0.1
Cc1csc(NC(=O)c2c(-c3ccccc3)noc2C)n1
 : 4.1	3.7	1.1	7.6	-2.9	-3.0	-3.4	18.1	-4.3	1.7	-0.4
O=C(CCN1C(=O)/C(=C\c2ccccc2Cl)SC1=S)Nc1cccnc1
 : -0.2	-1.9	-2.8	-1.6	-34.4	0.9	-2.1	10.6	3.0	3.4	0.9
Cc1ccccc1NC(=O)CC1(c2ccc(N(C)C)cc2)C(=O)c2ccccc2C1=O
 : 4.3	-7.4	-34.5	-1.8	0.4	2.7	-1.4	8.8	-6.4	2.8	2.5
COc1ccc(C)cc1-n1nnnc1SCC(=O)NC1CCS(=O)(=O)C1 (stereo unspecified)
 : 0.4	-2.5	-18.3	-8.9	-5.4	-0.3	-4.8	19.1	-2.5	0.5	3.1
CCCc1nc2nc(C)c(NS(=O)(=O)c3ccc4c(c3)CCCC4)c(=O)n2[nH]1
 : -4.5	-10.4	3.0	6.0	2.1	-1.3	-2.1	11.5	10.3	3.4	1.4
COC(=O)c1ccc(C(=O)N=c2sccn2C)cc1
 : -13.6	2.8	-22.9	-1.9	5.8	-1.3	-0.1	0.4	12.1	2.4	1.1
O=C(NC(=S)Nc1ccccc1N1CCOCC1)c1ccc(-c2cccc(Cl)c2)o1
 : -3.7	1.6	39.7	7.2	3.6	0.8	-0.1	0.6	7.2	1.2	0.4
COc1ccc(N2C(=O)[C@@H]3[C@H](C2=O)[C@H]2c4ccccc4C=CN2[C@@H]3C(C)=O)cc1
 : -10.1&-2.6	90.7	-13.2	-3.2	-3.9	-1.3	-0.4	1.9	-9.9	-0.2	3.6
Cc1cc(N2C(=O)C(O)=C(C(=O)c3ccc(C)o3)C2c2ccc(OCc3ccccc3)cc2)no1 (stereo unspecified)
 : -2.8	4.9	13.3	0.4	-6.9	0.8	-2.7	13.3	-5.3	0.6	3.7
O=C(CCS(=O)(=O)c1ccccc1)N1CCN(c2ccccc2)CC1
 : 0.6	-11.9	-3.4	1.2	-4.5	-1.8	-2.1	11.4	-5.4	0.9	1.4
CCOc1ccc(NS(=O)(=O)c2ccc(C(=O)N3CCCCCC3)cc2)cc1
 : 1.9	53.7	7.0	-3.9	-10.9	-0.9	-0.1	0.3	4.8	-0.6	1.1
O=C(CSc1nc2cc(Cl)ccc2c(=O)n1Cc1ccco1)Nc1ccc(S(=O)(=O)N2CCOCC2)cc1
 : 1.9	308.9	-39.8	2.4	5.2	-0.3	-2.9	14.2	-2.4	0.5	2.8
C/C(N)=C(/C#N)C(=O)COc1ncnc2ccccc12
 : 24.5	-1.0	5.7	-9.6	-15.8	-1.0	-2.8	17.3	-14.7	1.6	3.0
CCCCS(=O)CC(O)COc1ccc(C(C)(C)C)cc1 (stereo unspecified)
 : 1.4	3.9	-18.0	-12.3	-1.0	2.4	-2.2	12.0	1.1	2.1	2.1
CCN(CC)c1ccc(/C=N/N2CCN(Cc3ccccc3Cl)CC2)cc1
 : -7.4	22.8	21.8	-6.5	19.7	-3.8	-2.7	13.4	2.0	3.8	1.4
Cn1nc(NC(=O)CC23CC4CC(CC(C4)C2)C3)c2c(F)cccc21
 : 0.3	-4.5	-3.6	13.6	-28.9	0.0	-1.1	5.6	-3.7	2.7	2.6
CC(=O)c1ccc(NC(=O)c2ccc(S(=O)(=O)c3ccccc3)cc2)cc1
 : 6.9	3.7	0.1	8.0	-35.0	-0.6	4.0	-21.7	-2.4	2.0	0.6
Cc1cccc(C)c1NC(=O)CN(C)C(=O)c1ccc(COc2ccccc2)cc1
 : 2.0	-7.9	-15.9	-8.0	7.4	-0.5	-1.6	11.3	-4.5	1.0	0.2
CCC(C)(C)n1nnnc1C(c1ccc(Cl)cc1)N1CCN(C)CC1 (stereo unspecified)
 : -3.8	303.5	-1.5	1.0	1.4	0.8	-1.8	10.3	1.3	3.5	2.5
O=C(Cc1ccc(-c2ccccc2)cc1)NCCN1CCOCC1
 : 3.8	-8.0	-5.9	-1.4	-8.0	-1.8	0.4	-2.5	-2.4	-0.9	4.3
Cc1ccc(CCNC(=O)c2cc(S(=O)(=O)N3CCOCC3)cn2C)cc1
 : -5.9	-9.9	-17.5	-3.9	-16.3	1.5	-1.4	8.2	3.1	-0.2	0.8
C=CCn1c(CSCc2ccccc2)nnc1SCC(=O)N1CCN(c2ccccc2)CC1
 : -6.5	-11.9	-27.9	-1.5	12.6	-2.2	1.0	-5.4	0.4	1.4	2.5
O=c1[nH]c2cnccc2n1-c1ccccc1
 : 0.8	3.4	6.5	-0.9	0.6	1.1	-0.9	5.3	0.6	-0.7	0.8
COc1ccc2c(c1)c([C@@H]1[C@H](C)[C@H]3CCCC[C@H]3CN1S(=O)(=O)c1ccc(C)cc1)cn2C
 : 1.7	.	8.2	-3.7	4.1	0.2	-0.2	1.2	4.5	-0.9	3.3
Cc1ccc(C(=O)OCC(=O)N(C)c2ccccc2)cc1C
 : 5.3	31.4	4.0	-17.8	0.9	-0.6	1.7	-11.8	-14.8	2.5	0.6
CCOC(=O)c1cnc2c(Cl)cccc2c1NCCN(C)C
 : 4.3	-6.5	4.8	-1.2	0.8	-1.5	-1.2	6.7	-7.5	0.2	3.8
CCCC(=O)NCCc1cc2ccc(C)c(C)c2[nH]c1=O
 : -9.4	53.2	-6.0	-6.1	-8.1	-2.2	-3.8	19.7	-2.1	-0.9	-0.1
CCC[C@@H]1C[C@@]1(CCC)[C@@H](NC(=O)c1ccccc1)c1ccc(C(=O)OC)cc1
 : ?	71.9	-9.5	1.4	-6.5	-0.5	0.2	-1.3	-6.6	2.1	2.9
COc1ccc(Br)c(-c2nnc(CS(=O)(=O)c3ccccc3)o2)c1
 : -3.3	3.6	1.5	1.9	3.5	-1.0	2.1	-17.6	0.1	2.9	3.0
CCOC(=O)c1ccc(NC(=O)CSc2nnc(C3CCCCC3)n2C)cc1
 : -8.2	210.9	.	-5.6	-4.1	0.2	-1.1	6.2	-5.8	1.7	2.9
COc1cccc(/C=N/NC(=O)CC(=O)NCCc2ccccc2)c1OC
 : -4.7	-14.9	27.4	-1.7	2.2	-0.9	-2.0	10.5	6.1	2.4	2.7
CCCOCCOC(=O)C1=C(C)NC(=O)NC1c1cc(Cl)c(O)c(OC)c1 (stereo unspecified)
 : -1.2	10.1	-11.1	-4.7	3.9	-0.9	-0.9	5.0	-9.7	0.3	-0.5
COc1ccc(CC(=O)Nc2ccc(C)c(S(=O)(=O)N3CCCCCC3)c2)cc1
 : 8.9	-8.3	-2.5	-1.8	2.5	-1.1	-2.5	9.7	2.5	-0.9	-0.9
O=C(NCCOCCNC(=O)OCc1ccccc1)OCc1ccccc1
 : 4.1	-26.1	-12.3	-12.5	7.3	0.3	-1.0	5.6	9.8	5.0	4.6
CC1CCCCN1CCCNC(=O)c1ccc(NC(=O)C2=CSCCO2)cc1 (stereo unspecified)
 : 1.0	300.5	-31.9	-0.1	3.0	-0.9	-1.8	9.2	-1.7	1.7	0.0
CS(=O)(=O)c1ccc(Cl)c(NC(=O)COC(=O)c2cccc(S(=O)(=O)N3CCCC3)c2)c1
 : 3.1	125.3	17.1	-6.8	26.8	0.3	-2.6	12.5	-0.7	1.7	-1.8
Cc1cc(-c2nnc(SCC(=O)Nc3cccc(F)c3)n2N)n[nH]1
 : -1.4	-1.0	-47.4	-9.4	2.5	0.8	-1.4	7.5	-0.4	3.9	2.3
CC(C)=C(NC(=O)c1ccco1)C(=O)NCCc1nc2ccccc2[nH]1
 : -7.3	-17.9	-4.9	4.0	4.6	-0.2	-1.2	6.6	2.1	1.3	2.5
CC(=O)C1=C(C)Nc2ncnn2C1c1ccccc1F (stereo unspecified)
 : -1.0	-3.1	-2.9	-5.9	15.8	-0.8	-2.1	10.0	7.1	-0.3	3.2
Cc1cc(C)cc(N(CC(=O)NC2CCCC2)C(=O)CNC(=O)c2ccco2)c1
 : -3.4	7.8	5.6	-14.5	3.9	-2.8	-1.9	10.4	5.3	-0.1	1.2
CC(=O)Nc1scc(-c2ccccc2)[n+]1-c1ccc(C)cc1
 : -6.4	35.5	9.9	-2.7	-15.6	0.8	-2.3	11.7	-9.2	4.9	2.4
COC(=O)c1c(NC(=O)c2ccccc2)sc(C(=O)c2ccccc2)c1C
 : -2.2	.	-11.7	5.9	13.6	-0.8	1.8	-9.9	1.2	-3.2	0.3
CSc1nc(-c2ccccc2)c(C#N)c(=O)n1C
 : 0.6	-20.7	-88.3	-12.9	13.8	-1.6	-1.1	6.4	-8.1	1.8	4.1
Cc1ccc(NC(=O)NC2CC(=O)N(c3ccc4c(c3)OCCO4)C2)c(C)c1 (stereo unspecified)
 : -2.8	4.4	-12.4	10.9	3.8	0.8	-0.6	4.2	-3.7	1.4	2.9
Cc1cc(OCC(=O)NNC(=O)c2cccs2)ccc1Br
 : -12.6	-12.6	10.2	-13.3	4.0	0.4	0.4	-3.3	-13.7	1.6	3.6
COC(=O)N/N=C\c1cc2c(cc1Br)OCO2
 : 0.2	-7.6	-28.5	-8.9	4.5	-0.7	-2.5	12.6	5.4	3.9	2.6
CC(=O)c1ccc(NC(=O)Cn2cnc(S(=O)(=O)N3CCCCC3)c2)cc1
 : -8.4	13.4	1.9	9.0	-20.6	1.4	-1.2	6.4	-2.1	2.5	3.7
CCOC(=O)c1cn2c(C)cccc2n1
 : -0.1	11.4	31.0	-9.5	-8.4	-0.8	-0.5	2.5	-16.7	-0.8	3.7
COc1ccc(NC(=O)N2CCCC2C(=O)NCCc2ccccc2)cc1 (stereo unspecified)
 : 4.0	-3.9	-2.6	6.4	-12.9	.	-2.1	10.7	0.1	.	3.5
COc1cc(OC)cc(-c2c(-c3ccsc3)c3cc(Br)ccc3n2C)c1
 : -3.3	-13.8	8.6	2.5	-36.9	0.5	0.9	-4.8	5.5	2.5	1.6
O=C(NCC(=O)N1CCN(c2ccccc2O)CC1)c1ccc(Br)o1
 : 3.6	18.9	.	7.0	-2.0	-2.6	0.2	-1.2	2.9	0.5	4.0

Rows are unselected, and some 2.2% of all compounds hit somewhere here.
